HT1080 IDH1KD tx: HT-1080 IDH1 knockdown cell toxicity (counter line); AID 686971; hit rate 2% among 360,000; HT-1080 IDH1 knockdown viability, ATP luminescence, 48 h; Potency, µM (doses to about 46.1 µM), for the others: at the top dose activity, negative = toxicity, most hits filed as cytotoxic;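 also: 0% = DMSO wells and -100% = cell-free medium wells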
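Viability of IDH1-knockdown HT-1080 fibrosarcoma cells was assessed by CellTiter-Glo after 48 h at 37 °C with titrated compound; concentration-effect curves were classified by fit quality and response size.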
GLP1R cytotox: cytotoxicity in counter-screen for GLP-1R inverse agonists | HEK293 cAMP-luciferase reporter cells, luminescence, 24 h | Potency, µM (highest dose often 38.3 µM), inactives show at the top dose activity change, negative = inhibition, usual class: inhibitors | hit rate 0.13% among 410,000 | AID 624418;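 also: loss of luciferase light is scored as toxicity; % is scaled to controls: 0 for no effect and ±100 for the full control effect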
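Step one: seed cells (200 cells/uL, DMEM with 10% Nu serum, 1% pen-strep). Step two: 12-hour incubation at 37 deg C. Step three: pin 23 nL compound, incubate 24 hr. Step four: add luciferase reagent, read luminescence 12 min later.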
TDP-43 yeast inh: rescues yeast growth from TDP-43 toxicity; TDP-43 expressing yeast growth rescue, BacTiter-Glo, 24 h; Potency, µM (doses to about 46.1 µM), without a hit: top-dose growth rescue (activation), most hits filed as activators; hit rate 1.8% among 410,000; also: % of control where 0% means no effect; nearly all actives have a fitted effect of over 50% in size
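Yeast expressing TDP-43 (pregrown in raffinose, seeded at OD600=0.02 in galactose medium) exposed to compounds 24 hr at 30 deg C. Growth read by BacTiter-Glo luminescence; rescue of toxicity appears as increased signal.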
GLP1R ag: GLP-1 receptor (human) agonism. HEK293 GLP-1R CRE-luciferase, luminescence, 4-6 h; cells express a hypersensitive GLP-1R form. Potency, µM (series often up to 45.6 µM), for inactives: at the highest dose activation, usual class: activators. hit rate 0.007% among 380,000. AID 624172; also: % of control where 0% means no effect
Target sequence (P43220 whole entry, looked up): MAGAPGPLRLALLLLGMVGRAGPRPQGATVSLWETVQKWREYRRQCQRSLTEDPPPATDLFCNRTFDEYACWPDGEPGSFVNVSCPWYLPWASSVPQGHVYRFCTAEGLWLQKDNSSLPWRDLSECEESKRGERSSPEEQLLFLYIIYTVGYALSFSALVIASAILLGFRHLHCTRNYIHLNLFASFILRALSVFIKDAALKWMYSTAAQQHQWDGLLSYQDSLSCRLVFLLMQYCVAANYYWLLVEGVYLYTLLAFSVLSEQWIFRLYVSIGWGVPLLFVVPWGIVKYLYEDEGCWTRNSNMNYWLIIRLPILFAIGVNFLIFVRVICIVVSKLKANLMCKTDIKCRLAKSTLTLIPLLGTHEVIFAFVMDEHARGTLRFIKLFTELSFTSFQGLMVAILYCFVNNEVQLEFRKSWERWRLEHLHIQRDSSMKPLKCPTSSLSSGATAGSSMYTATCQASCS
HT1080NT lethal: kills 2HG-producing HT-1080-NT fibrosarcoma cells | HT-1080-NT fibrosarcoma viability, CellTiter-Glo ATP luminescence, 48 h | Potency, µM (doses to about 46.1 µM), without a hit: at the top dose activity, negative = less viability, usual class: cytotoxic | hit rate 1.6% among 360,000 | AID 686970;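 also: NT is the 2HG producing partner of a matched IDH1 knockdown line; 0% = DMSO-treated cells and -100% = media-only wells without cells; nearly all actives have a fitted effect of over 55% in size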
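Luminescent CellTiter-Glo readout after 48 hours of compound exposure at 37 degrees C defined viability of HT-1080-NT cells. Activity was normalized to DMSO wells and cell-free media wells; concentration-response curves were fitted and assigned curve classes.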
GLP1R inv ag: GLP-1 receptor (human) inverse agonism; P43220; hit rate 1.6% among 410,000; Potency, µM (titrated, usually from 38.3 µM), for the others: at the top dose activity change, negative = inhibition, actives largely listed as inhibitors; HEK293 GLP-1R CRE-luciferase, luminescence, 24 h; GLP-1R form is constitutively active; AID 624417; also: % is scaled to controls: 0 for no effect and ±100 for the full control effect; nearly all actives have a fitted effect of over 55% in size
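GLP-1R inverse agonism mode: basal reporter luminescence in engineered HEK293 cells measured after one day of compound exposure at 37 deg C, with a 12 min room-temperature detection step.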
KB-V1 cytotox: kills drug-selected multidrug resistant KB-V1 cells; AID 1347076; Potency, µM (highest dose often 46.1 µM), inactives show at the highest dose activity change, negative = cytotoxicity, actives largely listed as cytotoxic; hit rate 3.4% among 400,000; KB-V1 MDR cells viability, CellTiter-Glo, 72 h; also: % is scaled to controls: 0 for no effect and ±100 for the full control effect; nearly all actives have a fitted effect of over 60% in size
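KB-V1 MDR subline cells in DMEM (phenol-red free, 10% FBS) exposed to compounds in qHTS concentration series for 72 h at 37 degrees C. Viability read by CellTiter-Glo luminescence; concentration-effect curves fitted after normalization and correction.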
KB-3-1 tox: kills parental KB-3-1 adenocarcinoma cells. KB-3-1 viability, CellTiter-Glo ATP luminescence, 72 h. Potency, µM (doses to about 46.1 µM), inactives show at the top dose activity change, negative = cytotoxic, actives largely listed as cytotoxic. hit rate 1.4% among 400,000; also: % is scaled to controls: 0 for no effect and ±100 for the full control effect; nearly all actives have a fitted effect of over 60% in size
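Here the drug-naive KB-3-1 line serves as comparator for MDR sub-line selectivity; cells received compound titrations, 72 h at 37 °C, then CellTiter-Glo readout.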
SW480 rerep: inducers of DNA re-replication in SW480 colon cancer cells; SW480 DNA re-replication, Hoechst DNA content imaging, 48 h; Potency, µM (titrated, usually from 46.1 µM), for the others: at the top dose re-replication activation, hits mostly activators; hit rate 1.8% among 340,000; AID 624297; also: % of control where 0% means no effect; nearly all actives have a fitted effect of over 55% in size
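DNA re-replication was detected as more nuclei of elevated Hoechst intensity after 48 hr exposure to compound (23 nL pinned per well of 250 cells).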
An asterisk follows results filed as active; ? = inconclusive; . = no result given; [ ] = dose if it differs, or a comment. Calls follow the shape of the dose curve; as a rule, active = well fitted curve in the direction sought with a large enough effect; inconclusive = small, poorly fitted or top-dose-only effect, or another doubt; inactive = no such curve, though single readings can be large; an effect the other way counts as inactive or inconclusive. Potency is read from the fitted curve at half-maximal effect.

Compound	HT1080 IDH1KD tx	GLP1R cytotox	TDP-43 yeast inh	GLP1R ag	HT1080NT lethal	GLP1R inv ag	KB-V1 cytotox	KB-3-1 tox	SW480 rerep
Cc1ccc(S(=O)(=O)c2cc3c(=O)n4ccccc4nc3n(CCc3ccccc3)c2=N)cc1	6%	12%	17%	8%	8%	13%	-25%	-11%	?
COc1ccc(CCNC(=O)C23CCC(C)(C(=O)C2=O)C3(C)C)cc1OC (stereo not drawn)	13%	2%	-4%[9.22 µM]	9%	19%	4%	-3%	6%	-17%
CCN(C(=O)CCS(=O)(=O)c1cc2[nH]c(=O)c(=O)[nH]c2cc1C)c1ccccc1	.	6%	4%	.	.	4%	-13%	11%	.
O=C(Cc1ccccc1)Nc1ccc(S(=O)(=O)N2CCOCC2)cc1	4%	-1%	-13%	7%	6%	-10%	-9%	-1%	-16%
COc1ccc(C(=O)Nc2ccccc2)cc1S(=O)(=O)Nc1cc(C)on1	15%	-16%	10%	1%	-1%	1%	-8%	14%	14%
O=C(COC(=O)c1ccccc1O)Nc1cccc2ccccc12	-4%	3%	-15%	-2%	-4%	11%	0%	-4%	-7%
COc1ccc(C(=O)Nc2ccc3c(c2)nc(CN2CCN(C(C)=O)CC2)n3C)cc1	4%[9.24 µM]	-6%	5%	-8%	3%	1%	4%	-2%	-9%
COc1cc(C(=O)Nc2ncccc2C)ccc1OCC(=O)N1CCOCC1	-1%	-3%	8%	2%	6%	-20%	21%	1%	5%
COc1cc(OC)c(NC(=O)CCc2nc(C3=CCN(Cc4cccc(Cl)c4)CC3)no2)cc1Cl	.	-14%	-1%	.	.	?	-28%	-1%	.
C=CCSc1ncccc1C(=O)NCc1ccc(C)cc1	15%	-9%	-2%	9%	12%	8%	0%	3%	-5%
Cc1ccc(SCC(=O)Nc2ccc3oc(-c4ccccc4F)nc3c2)cc1	.	-8%	27%	.	.	3%	-2%	-8%	.
CCCCNC(=O)CSc1nnc(Cc2ccccc2)n1CC	1%	1%	0%	-7%	1%	4%	?	-1%	-5%
COc1ccc(-c2c(C)nn3c(NC4CCCC4)cc(C)nc23)cc1OC	-12%	0%	8%	29%	-3%	?	-4%	-5%	-21%
Cc1ccc(S(=O)(=O)CC(=O)NC(C)c2ccccc2)cc1 (stereo not drawn)	22%	3%	-5%	1%	4%	-16%	?	22%	-4%
Cc1cc(C)c(NC(=O)Cn2c(=O)n(Cc3ccc4c(c3)OCO4)c(=O)c3ccc(C(=O)NC4CCCCC4)cc32)c(C)c1	.	-9%	12%	5%	.	10%	?	-10%	.
CCOc1cc(/C=C2/SC(=S)N(Cc3ccccc3)C2=O)ccc1O	-1%	-19%	6%	14%	-10%	?	-12%	-4%	-9%

Single records (already shown). Screens in order: HT1080 IDH1KD tx, GLP1R cytotox, TDP-43 yeast inh, GLP1R ag, HT1080NT lethal, GLP1R inv ag, KB-V1 cytotox, KB-3-1 tox, SW480 rerep
C=CCSc1ncccc1C(=O)NCc1ccc(C)cc1 across the screens: 15%, -9%, -2%, 9%, 12%, 8%, 0%, 3%, -5%
CCCCNC(=O)CSc1nnc(Cc2ccccc2)n1CC across the screens: 1%, 1%, 0%, -7%, 1%, 4%, ?, -1%, -5%
Cc1ccc(SCC(=O)Nc2ccc3oc(-c4ccccc4F)nc3c2)cc1 across the screens: ., -8%, 27%, ., ., 3%, -2%, -8%, .

Further compounds follow:
Compound	HT1080 IDH1KD tx	GLP1R cytotox	TDP-43 yeast inh	GLP1R ag	HT1080NT lethal	GLP1R inv ag	KB-V1 cytotox	KB-3-1 tox	SW480 rerep
Cc1ccc(N=C(NO)c2nonc2N)cc1	-25%	-19%	-10%	-2%	-5%	0%	17%	0%	-15%
CCN(CC)c1ccc(/C=N/N2CCN(Cc3ccc(C)cc3)CC2)c(O)c1	-5%	2%	-23%	-22%	11%	0%	2%	-1%	5%
Oc1ccc(NC(=S)Nc2ccc(F)cc2)cc1	1%	4%	6%	0%	-1%	20%	12%	1%	-3%
O=C(Cc1ccsc1)N1CCN(S(=O)(=O)c2cccc(F)c2)CC1	3%	-1%	10%	-14%	2%	-12%	10%	5%	-1%
O=S(=O)(Cc1ccc(Cl)cc1)Nc1ccc2c(c1)OCO2	0%	16%	?	-3%	0%	?	2%	5%	11%
COc1ccc(NC(=O)Cn2nnc(C(=O)NCc3ccc(C)cc3)c2N)cc1OC	-22%	-15%	13%	2%	?	2%	2%	0%	-11%
CCN(CC)S(=O)(=O)c1ccc(C(=O)NNC(=O)c2cccs2)cc1	15%	4%[1.53 µM]	11%	3%	21%	6%	6%	?	-3%
COc1ccccc1NC(=S)NCc1ccc(F)cc1	6%	1%	?	-1%	5%	?	-4%	0%	-1%
COc1cccc(-n2c(SCC(N)=O)nc3c([nH]c4ccccc43)c2=O)c1	-29%	?	12%	-8%	-13%	?	-6%	?	?
Brc1ccc(-c2nnc(Cc3ccccc3)o2)cc1	21%	3%	?	?	9%	?	-2%	5%	0%
CN(CC(=O)Nc1ccccc1Cl)C(=O)C1CCN(S(=O)(=O)c2ccc3c(c2)OCCO3)CC1	-4%	4%	-7%	2%	2%	50%[activator]	?	-1%	0%
COc1ccc(/C=C/C(=O)c2c(O)ccc3c(C)cc(=O)oc23)cc1	?	3%	0%	-3%	?	?	-3%	-16%	-4%
COCC(=O)N/N=C(\C)CC(=O)NCc1ccco1	8%	-3%	-14%	0%	29%	13%	-1%	-12%	-11%
COc1ccc(-n2c(=O)c3c4c(sc3n(CC(N)=O)c2=O)CCCCC4)cc1	12%	-4%	-22%	2%	-4%	3%	8%	-2%	-4%
O=S(=O)(c1cccc(Cl)c1)N1CCSc2ccccc21	-1%	2%	-11%	-6%	-1%	?	0%	0%	115%
CCc1ccc2nc(NC(=O)C3CCN(c4ncnc5sc(C)c(C)c45)CC3)sc2c1	6%	4%	1%	8%	0%	5%	-1%	0%	-1%
CC(=O)CCC(=O)N1CCCC(CNC(=O)c2ccc(-c3ccccc3)cc2)C1 (stereo not drawn)	6%	-1%	11%	-1%	-4%	12%	?	-14%	-15%
CCN(CC)S(=O)(=O)c1ccc(C(=O)NCC(=O)NCc2ccc3c(c2)OCO3)cc1	6%	13%	-8%	-1%	-8%	1%	3%	-13%	.
CN(C)CCCN1C(=O)c2cccc3c(Br)ccc(c23)C1=O	-17%	126%[activator]	19%	-3%	-7%	?	?	?	?
CCc1ccc(S(=O)(=O)NC(=S)NC2CCCCC2)cc1	-4%	-2%	?	1%	-7%	?	-17%	0%	-3%
O=C(CSc1ccccc1)NCCc1ccccc1	1%	-3%	19%	13%	2%	-13%	-15%	-1%	-3%
Cc1nn2c(c1-c1ccccc1)N=C(c1ccco1)CC2c1ccccc1 (stereo not drawn)	2%	-13%	20%	3%	-1%	?	1%	3%	13%
O=C(Cn1c(=O)c2ccccc2n(CC(=O)N2CCCCC2)c1=O)N1CCCCC1	1%	-8%	9%	5%	-8%	0%	-8%	8%	-17%
CCCN1C(=O)/C(=C/c2c(NCCCOC(C)C)nc3c(C)cccn3c2=O)SC1=S	-15%	-3%	-21%	1%	-3%	6%	4%	2%	-9%

Entries from the list above that contain an NH in an aromatic ring (two):
Compound	HT1080 IDH1KD tx	GLP1R cytotox	TDP-43 yeast inh	GLP1R ag	HT1080NT lethal	GLP1R inv ag	KB-V1 cytotox	KB-3-1 tox	SW480 rerep
CCN(C(=O)CCS(=O)(=O)c1cc2[nH]c(=O)c(=O)[nH]c2cc1C)c1ccccc1	.	6%	4%	.	.	4%	-13%	11%	.
COc1cccc(-n2c(SCC(N)=O)nc3c([nH]c4ccccc43)c2=O)c1	-29%	?	12%	-8%	-13%	?	-6%	?	?

Next section
Compound	HT1080 IDH1KD tx	GLP1R cytotox	TDP-43 yeast inh	GLP1R ag	HT1080NT lethal	GLP1R inv ag	KB-V1 cytotox	KB-3-1 tox	SW480 rerep
Cc1cc2ncn(S(=O)(=O)N(C)C)c2cc1C	-5%	5%	22%	-2%	15%	0%	?	-4%	10%
CC(C)CNS(=O)(=O)c1ccc(CCC(=O)N2CCN(c3ccc(F)cc3)CC2)cc1	-9%	1%	16%	0%	-9%	-3%	-17%	5%	-40%[inhibitor]
Cc1ccc(NC2=C(Cl)C(=O)OC2OC(=O)c2ccco2)c(C)c1 (stereo not drawn)	5%	-16%	0%	1%	0%	12%	-4%	-1%	?
Cc1cccc(OCc2nnc(SCC(=O)O)n2-c2ccccc2)c1	-6%	6%	6%	1%	-6%	11%	-6%	3%	-1%
O=C(O)CSc1c(-c2cccs2)[nH]c2ccccc12	4%	4%	23%	-1%	9%	-13%	-8%	3%	-35%[inhibitor]
COc1ccc(NC(=O)CSc2nncc3ccccc23)cc1	?	-6%	15%	-6%	-16%	10%	16%	2%	0%
CNS(=O)(=O)c1ccc(CCC(=O)N2CCN(c3ccccc3OC)CC2)cc1	9%	-11%	18%	0%	0%	-13%	-4%	11%	?

Assay outcomes (PubChem)
